Source: PubChem
phage Ecoli inh: E. coli growth loss with phage present; inhibition, % at 11.9 µM; growth absorbance; actives 0.26% (n = 360,000); in the data active = inhibition above about 11%
PfHsp90 set2: growth inhibition of yeast expressing Plasmodium Hsp90; AID 504621; inhibition, % at 9.4 µM; S. cerevisiae expressing PfHsp90, BacTiter-Glo ATP, 48 h; yeast lacking PDR1 and PDR3 efflux regulators; actives 0.32% (n = 310,000);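 active = every replicate shows inhibition above about 80%, whatever the replicate mean, limit read from the data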;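 note: 0% = DMSO neutral controls and 100% = 20 µM radicicol positive controls; yeast relying on Plasmodium falciparum Hsp90 in place of its own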
Arrestin-AP2 inh: human beta-arrestin and AP2 interaction inhibition; inhibition, % at 10 µM; FITC-arrestin peptide / GST-AP2 beads, flow cytometry; AP2 beta2 appendage carries R879A mutation; actives 0.31% (n = 340,000);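 active = inhibition above a set limit, near 3 SD of compounds lacking own fluorescence, cut at about 54% in these data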;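 note: plate controls were DMSO wells for no effect and 5 µM unlabelled arrestin peptide for full effect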
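system = GST-tagged AP2 beta2-adaptin appendage (R879A) on 4 µm glutathione beads | reagent = FITC-labelled arrestin peptide probe, 50 nM final | schedule = compound with beads 12 min RT, then probe 1 h RT | signal = HyperCyt-sampled flow cytometry, FL1 channel, ex 488/em 535 nm | read-out = percent response from loss of bead-bound FITC fluorescence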
DSG3 Ab inh: inhibitors of pemphigus antibody binding to human desmoglein-3; DSG3-coupled beads, scFv-anti-DSG3-GFP binding, flow cytometry; hits give low values; actives 0.48% (n = 310,000); binding (percent of control), % at 10 µM; P32926;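 active = binding more than 3 SD below its plate's average and above zero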;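 note: hits lower antibody fragment binding to DSG3; some compounds called inactive have numbers as strong as hits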
Target sequence (P32926 whole entry, looked up, the tested form may be a part): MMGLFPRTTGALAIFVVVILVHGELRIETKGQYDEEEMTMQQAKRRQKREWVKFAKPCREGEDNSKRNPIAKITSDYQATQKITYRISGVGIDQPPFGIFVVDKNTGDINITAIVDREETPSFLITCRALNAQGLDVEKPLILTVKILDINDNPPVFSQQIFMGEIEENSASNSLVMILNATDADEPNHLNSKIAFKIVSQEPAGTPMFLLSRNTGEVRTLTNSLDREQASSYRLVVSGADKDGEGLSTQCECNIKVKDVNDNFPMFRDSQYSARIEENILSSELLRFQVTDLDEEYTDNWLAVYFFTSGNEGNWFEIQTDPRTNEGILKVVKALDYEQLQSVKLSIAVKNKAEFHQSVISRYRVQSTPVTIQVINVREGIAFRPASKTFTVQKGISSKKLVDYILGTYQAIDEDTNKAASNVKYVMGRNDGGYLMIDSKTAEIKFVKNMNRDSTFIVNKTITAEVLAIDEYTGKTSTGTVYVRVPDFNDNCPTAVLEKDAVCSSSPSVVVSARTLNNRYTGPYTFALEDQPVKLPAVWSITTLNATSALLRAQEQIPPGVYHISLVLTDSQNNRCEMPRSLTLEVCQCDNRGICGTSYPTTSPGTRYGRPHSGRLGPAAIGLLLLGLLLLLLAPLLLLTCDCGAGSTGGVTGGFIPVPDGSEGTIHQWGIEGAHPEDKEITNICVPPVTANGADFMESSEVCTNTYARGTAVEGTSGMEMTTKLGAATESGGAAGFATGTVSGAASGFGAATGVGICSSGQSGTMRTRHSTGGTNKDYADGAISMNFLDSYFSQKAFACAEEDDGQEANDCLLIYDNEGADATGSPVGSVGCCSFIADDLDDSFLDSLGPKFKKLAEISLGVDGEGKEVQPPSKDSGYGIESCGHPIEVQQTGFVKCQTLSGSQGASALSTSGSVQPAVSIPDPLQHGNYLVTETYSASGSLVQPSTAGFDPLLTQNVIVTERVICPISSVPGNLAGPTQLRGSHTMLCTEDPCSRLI
Ecoli viability: counter-screen for AddAB inhibitors: E. coli growth inhibition | E. coli V3065 growth, OD600 absorbance, 18 h | actives 0.27% (n = 330,000) | inhibition, % at 11.9 µM;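 active = inhibition above the campaign's mean inhibition across all tested compounds plus 3 SD, cut at about 9.9% in these data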;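 note: uninfected addAB+ strain grown without phage in ampicillin broth; 0% = DMSO wells and 100% = ciprofloxacin 0.95 µg/ml wells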
MOR-DOR inv ag: inverse agonist of human OPRM1-OPRD1 heterodimerization; AID 504357; cell-based MOR-DOR heterodimer luminescence, inverse agonism; actives 0.21% (n = 340,000); inhibition, % at 9.3 µM; in the data active = inhibition above about 22%, passing the limit was not always enough;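 note: 0% = cells with DMSO and 100% = wells without cells with DMSO; values of inactives mirror those of a sister screen read the other way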
OPRM1-OPRD1 ag: agonists of human mu-delta opioid receptor heterodimerization; activation, % at 9.3 µM; P35372+P41143; cells, OPRM1-OPRD1 heterodimerization, luminescence; actives 0.3% (n = 340,000); AID 504326; in the data active = activation above about 18%;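 note: 0% = vehicle-treated cells and 100% = reference agonist; values of inactives mirror those of a sister screen read the other way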
Mot1-301 SUMO: inhibitors of SUMOylation pathway: yeast Mot1-301 growth rescue. S. cerevisiae Mot1-301 growth rescue, ATP luminescence, 38.5C; percent above DMSO median, 100 means doubled. growth rescue, % at 18.8 µM. actives 1% (n = 320,000). AID 2716;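 active = every valid replicate shows activation above 250% relative to neutral control wells; inactive = the rest, any valid replicate at or below 250%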;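 note: OY570 slx delta 5 strain wells were the positive control but not used for scaling; some compounds called inactive have numbers as strong as hits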
Tat export inh: inhibitors of E. coli Tat protein transport. E. coli MC4100 TorA-mCherry Tat export, fluorescence. inhibition, % at 10 µM. actives 0.036% (n = 340,000). AID 488895;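 active = mean replicate inhibition at least 50% and at least half of replicates individually reaching 50%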;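 note: exported cargo escapes ClpAP degradation while cytoplasmic cargo is degraded and loses fluorescence; 0% = median of neutral control wells and 100% = median of NaSCN control wells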
PKA-R1A activ: PKA-R1A complex activation; P00514+P68181; PKA-R1A dissociation, Cy5-IP20 fluorescence polarization; scaled: DMSO 0%, 113 µM cGMP 100%; activation, % at 11.4 µM; actives 0.083% (n = 340,000); AID 504707;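 active = percent activation above the mean of all tested compounds plus 3 SD, cut at about 19% in these data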;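 note: higher means more PKAc released from R1A so a rise in polarization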
AddAB inh: less growth of phage-infected E. coli with AddAB. E. coli expressing H. pylori AddAB, absorbance growth. AID 435030. inhibition, % at 11.9 µM. actives 0.29% (n = 330,000); in the data active = inhibition above about 12%;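 note: 0% = vehicle wells of infected cells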
* marks the source's active call; other numbers are inactive results; x = no result given; & = joins results of further samples.

no. | Structure | PfHsp90 set2 | OPRM1-OPRD1 ag | DSG3 Ab inh | Mot1-301 SUMO | phage Ecoli inh | MOR-DOR inv ag | Arrestin-AP2 inh | AddAB inh | PKA-R1A activ | Tat export inh | Ecoli viability
1 | COCCNC(=O)c1ccccc1NC(=O)COc1ccccc1 | 10 | -3.8 | 105 | 3 | 3.7 | 19 | -10 | 4.0 | -8 | -4 | 0.2
2 | c1csc(-c2nnc(NC3CCCCC3)c3ccccc23)c1 | -1 | -1.9 | 128 | -2 | 5.0 | 10 | -8 | 1.4 | 4 | 9 | 3.0
3 | Nc1cccc(-c2nc3cc(S(=O)(=O)c4ccc5oc(-c6cccc(N)c6)nc5c4)ccc3o2)c1 | -15 | 5.6 | 77* | 23 | 0.6 | -25 | -3 | -1.9 | -9 | -3 | -2.6
4 | CN(CC(=O)Nc1ccc(F)cc1)C(=O)Cn1nnc(-c2ccccc2)n1 | -74 | -2.1 | 118 | 11 | -0.9 | 9 | 1 | 1.5 | -5 | -12 | 1.6
5 | Cc1ccc(C)c(N2CCN(C(=O)C3CCN(S(=O)(=O)c4c(C)noc4C)CC3)CC2)c1 | 2 | -0.2 | 88 | 33 | 0.2 | 1 | -10 | 2.6 | -12 | 5 | 3.1
6 | Clc1ccccc1N1CCN(Cc2c[nH]c3ccccc23)CC1 | -3 | 3.5 | 107 | -27 | 3.8 | -18 | 15 | 2.8 | 4 | -14 | 0.0
7 | CC1CCCCC1NC(=O)NC(=O)CCl (stereo unspecified) | -6 | 1.0 | 99 | x | 2.8 | -5 | -1 | 1.4 | -7 | -5 | -2.5
8 | O=C(CSc1ccc(Cl)cc1)Nc1cccc(-c2nc3ccccc3[nH]2)c1 | 9 | 34* | 66* | x | 4.0 | -203 | -3 | 0.0 | 15 | -1 | -0.3
9 | CCCCCCC(NC(=O)Cc1ccc2ccccc2c1)C(=O)O (stereo unspecified) | -5 | -2.7 | 100 | x | 2.6 | 14 | 26 | -0.1 | 2 | 2 | -4.3
10 | O=C(OCn1nnc2ccccc2c1=O)c1ccc2ccccc2n1 | -13 | -3.0 | 108 | x | -1.0 | 15 | 11 | x | 2 | -3 | x
11 | C=CCN1C(=O)C(Cc2cccc(Cl)c2)S/C1=N/N=C/c1ccco1 (stereo unspecified) | -32 | 2.8 | 97 | -4 | 0.7 | -15 | 5 | -0.7 | -9 | -2 | 0.5
12 | Cc1cc(C)n(C)c(=O)c1C#N | -14 | -0.5 | 111 | 12 | 3.4 | 2 | 7 | -2.8 | 2 | -4 | -2.4
13 | COC(=O)c1cc(C(=O)OC)cc(N2C(=O)CC(NNC(=O)c3ccccc3Br)C2=O)c1 (stereo unspecified) | x | -2.3 | 103 | -19 | -0.5 | 13 | 6 | 0.1 | -8 | 9 | -2.2
14 | O=C(CN1CCC(n2nnc3cc(F)ccc32)CC1)NC1CCCCC1 | -16 | -1.0 | 106 | -5 | 0.6 | 5 | x | -0.7 | 3 | -2 | 0.4
15 | CCOC(=O)c1oc2ccccc2c1NC(=O)C1CCCCC1 | 13 | 0.7 | 103 | -1 | x | -4 | 6 | 1.2 | 2 | -17 | -0.1
16 | N/C(COc1ccc(Cl)cc1Cl)=N\O | 18 | -1.0 | x | -9 | 3.1 | 5 | 40 | 1.8 | -12 | -4 | 3.8
17 | Cc1nnc(SCC(=O)NNC(=O)c2ccccc2)n1Cc1ccccc1 | -4 | -0.6 | 106 | 7 | 3.3 | 3 | 6 | 0.5 | -1 | 2 | 1.4
18 | COc1ccc(C(=O)c2oc3ccc(Br)cc3c2NC(C)=O)cc1 | 4 | -0.1 | 100 | 291&10 | -1.4 | 1 | 1 | 100* | 6 | 1&12 | 99*
19 | CCOc1ccc2nc(NC(=O)CN3C(=O)NC4(CCCC4)C3=O)sc2c1 | 9 | 0.3 | 103 | 60 | 3.8 | -2 | 25 | 6.4 | -10 | 1 | 3.2
20 | O=c1[nH][nH]c(-c2ccccc2)c1C=Nc1ccc(Cl)cc1 | x | -1.6 | x | 246 | 2.8 | 9 | -7 | -0.5 | -9 | -4 | -0.6
21 | COc1ccc2oc(C)c(NC(C)=O)c2c1 | 31 | -2.5 | 104 | -2 | 2.5 | 12 | 9 | 0.2 | -12 | -2 | -1.4
22 | COc1cc(NC(=O)c2ccccc2Cl)c2ncccc2c1 | -34 | 1.3 | 119 | 3 | -0.2 | -6 | -8 | 1.1 | 1 | 7 | -1.1
23 | Cc1c(CCNC=O)cc(C)c2c3c(oc12)CCCC3 | -25 | 2.6 | 95 | x | 3.6 | -13 | -7 | x | 2 | 6 | x
24 | CCC(C)NC(C(=O)Nc1ccc(Cl)c([N+](=O)[O-])c1)c1ccccc1 (stereo unspecified) | -1 | 3.0 | 100 | 4 | 2.0 | -18 | 30 | 1.5 | -4 | -4 | -1.3
25 | COc1ccc(OCc2nnc(SCC(=O)Nc3cccc(C(C)=O)c3)o2)cc1 | 7 | -1.9 | 107 | 2 | 1.5 | 10 | -2 | 0.3 | -5 | 10 | -0.5
26 | Cc1ncc(CN2CCN(C3CCCC3)C(CCO)C2)s1 (stereo unspecified) | 10 | -0.6 | 101 | 15 | 1.2 | 3 | 5 | -2.0 | 1 | -13 | 1.6
27 | COc1cccc(OC)c1NC(=O)CN(C)S(=O)(=O)c1ccc2c(c1)OCCO2 | 20 | 2.1 | 96 | 9 | 0.6 | -17 | -3 | -0.4 | -1 | 5 | -0.8
28 | Cc1cccc(C)c1NC(=O)CN(C)C(=O)c1cccc(NS(=O)(=O)c2ccccc2)c1 | 8 | 0.1 | 100 | -15 | 0.1 | -1 | 59* | -0.2 | -7 | -6 | -1.4
29 | COc1ccc(NC(=O)[C@H](C)NC(=O)C2CCN(S(=O)(=O)c3ccc(C)cc3)CC2)cc1OC | 8 | -2.3 | 104 | -15 | 2.5 | 12 | -2 | 0.3 | -1 | -4 | -0.6
30 | CCOC(=O)COc1nc(N(C)C)nc(N(C)C)n1 | -3 | -0.4 | 108 | -12 | 1.1 | 2 | 3 | 2.7 | -2 | 2 | 3.2
31 | CCN(CC)CCNC(=O)c1cc(Nc2ccc(OC)c(OC)c2)nc2ccccc12 | -18 | -4.4 | 97 | 7 | 2.4 | 20 | -11 | -0.8 | -8 | 0 | -1.7
32 | Cc1cc(C)c(NC2=CC(=O)CC(C)(C)C2)c(C#N)c1 | -6 | -1.2 | 105 | 5 | 2.3 | 6 | 3 | 2.7 | -4 | 3 | 1.2
33 | NC(=O)c1ccc(SCC(=O)NC2CCCCC2)c([N+](=O)[O-])c1 | 1 | 3.0 | 107 | -15 | 0.3 | -14 | 8 | 3.5 | -9 | -8 | 0.2
34 | CCCSc1nc(=O)n2cc(C)ccc2n1 | -29 | 1.7 | 108 | -1 | 4.1 | -9 | -2 | -1.6 | -9 | 8 | -0.4
35 | CC(C)(C)CNC(=O)c1cccc2c1C(=O)c1ccc(N3CCCC3)cc1S2(=O)=O | 4 | -2.5 | 107 | -1 | 0.8 | 15 | 35 | 0.6 | -3 | -5 | -2.6
36 | COc1ccc(NC(=O)CNC(=O)c2cccs2)cc1Cl | 16 | -4.3 | 100 | -5 | 1.5 | 23 | -6 | -0.4 | -14 | -1 | 2.0
37 | Cn1c(SCC(=O)N(C2CCCCC2)C2CCCCC2)nnc1-c1cccs1 | -32 | 4.6 | 99 | 1 | 1.4 | -27 | 2 | 0.4 | -5 | 10 | 3.5
38 | COc1ccc(-c2nc(CS(=O)CC(=O)NCc3ccc4c(c3)OCO4)c(C)o2)cc1OC (stereo unspecified) | -62 | -0.3 | 115 | -6 | 0.5 | 2 | 8 | 1.9 | -7 | 1 | -2.6
39 | COc1ccc(CNC(=O)Cc2c(C(=O)O)[nH]c3ccccc23)cc1 | 4 | -2.1 | 101 | 1 | 0.0 | 12 | 6 | 1.5 | -5 | -1 | 2.7
40 | COc1cc(/C=C2/C(=O)NN(c3ccc(F)cc3)C2=O)cc(Cl)c1O | 15 | -3.8 | 98 | -1 | -1.2 | 17 | 10 | 2.4 | -4 | -2 | 0.5
41 | O=C(CSCc1ccccc1)Nc1ccc2c(c1)OCO2 | -6 | -2.4 | x | 18 | 2.0 | 14 | 5 | 0.4 | -15 | -1 | -3.3
42 | Cn1c(Cn2c(C(F)(F)F)nc3ccccc32)nc2ccccc21 | 4 | -1.4 | 105 | -1 | x | 8 | 0 | 1.9 | 1 | 4 | -2.9
43 | O=C(O)CCC(=O)OCCc1cc2ccccc2c(=O)o1 | 1 | -1.2 | 99 | 4 | 0.2 | 7 | 11 | 0.6 | -6 | -4 | 1.8
44 | CNC(=S)Nc1ccc(OC)c(OC)c1 | 11 | -1.1 | x | 12 | 2.3 | 6 | 2 | 1.1 | -12 | -2 | 3.6
45 | O=C(CSc1nnc(C2COc3ccccc3O2)o1)N1CCOCC1 (stereo unspecified) | 13 | 1.1 | x | 4 | 1.4 | -5 | 1 | 4.3 | 6 | -6 | -1.6
46 | C/C=C/C1=CC(=O)C[C@H](c2ccc(Cl)cc2)C1 | -18 | -1.2 | 96 | -10 | 3.5 | 5 | -3 | -1.3 | -2 | 4 | -2.8
47 | Cc1cc(C)c(-c2csc(NC(=O)C3=NN(c4ccccc4)C(=O)CC3)n2)c(C)c1 | -8 | 8.6 | 92 | 6 | 2.9 | -54 | 1 | 0.7 | -9 | -6 | -3.2

Marked active in AddAB inh (from the list above):
item | Structure | OPRM1-OPRD1 ag | DSG3 Ab inh | Mot1-301 SUMO | phage Ecoli inh | MOR-DOR inv ag | Arrestin-AP2 inh | AddAB inh | PKA-R1A activ | Tat export inh
18 | COc1ccc(C(=O)c2oc3ccc(Br)cc3c2NC(C)=O)cc1 | -0.1 | 100 | 291&10 | -1.4 | 1 | 1 | 100* | 6 | 1&12

Reprinted at random: 4 records from the list.
no. | Structure | PfHsp90 set2 | OPRM1-OPRD1 ag | DSG3 Ab inh | Mot1-301 SUMO | phage Ecoli inh | MOR-DOR inv ag | Arrestin-AP2 inh | AddAB inh | PKA-R1A activ | Tat export inh | Ecoli viability
45 | O=C(CSc1nnc(C2COc3ccccc3O2)o1)N1CCOCC1 (stereo unspecified) | 13 | 1.1 | x | 4 | 1.4 | -5 | 1 | 4.3 | 6 | -6 | -1.6
40 | COc1cc(/C=C2/C(=O)NN(c3ccc(F)cc3)C2=O)cc(Cl)c1O | 15 | -3.8 | 98 | -1 | -1.2 | 17 | 10 | 2.4 | -4 | -2 | 0.5
6 | Clc1ccccc1N1CCN(Cc2c[nH]c3ccccc23)CC1 | -3 | 3.5 | 107 | -27 | 3.8 | -18 | 15 | 2.8 | 4 | -14 | 0.0
4 | CN(CC(=O)Nc1ccc(F)cc1)C(=O)Cn1nnc(-c2ccccc2)n1 | -74 | -2.1 | 118 | 11 | -0.9 | 9 | 1 | 1.5 | -5 | -12 | 1.6
